PGC1a acetyl inh: PGC1a acetylation modulation, inhibitor mode | U2OS PGC1a acetylation, AlphaScreen anti-acetyl-lysine; with virally co-expressed GCN5 acetyltransferase | 0.17% of 350,000 active | inhibition, % at 15.6 µM;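 active = every replicate shows inhibition of at least 40%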;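 also: 0% = neutral control wells and 100% = positive control wells; some results beyond the cut were filed as inactive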
PAX8 reporter: PAX8 transcriptional activity inhibition; RMG-I TPO-luciferase reporter, SteadyGlo, 24 h; 1.2% of 360,000 active; inhibition, % at 12.6 µM; AID 652154;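 active = mean replicate inhibition at least 60% with every replicate also reaching 60%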;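 also: luciferase light reporting Pax8 driven TPO promoter activity; plate controls were median of neutral control wells for no effect and mitoxantrone controls for full effect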
EWS-Fli inh: inhibitors of EWS/Fli oncoprotein transcriptional activity. A673 NR0B1-luciferase reporter, viability-normalised. inhibition, % at 12.6 µM. 0.67% of 350,000 active. AID 651661;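 active = mean inhibition of at least 50% after viability correction, with every replicate also passing that limit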;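 also: firefly luciferase signal divided by Alamar Blue viability fluorescence both relative to DMSO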
Cneo AK release: causes C. neoformans cell lysis | adenylate kinase release luminescence, 4 h; normalised: neutral wells 0, clomiphene wells 100 | lysis activity, % at 15 µM | 0.2% of 360,000 active | AID 651654;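 active = mean lysis activity across replicates of at least 80%, whatever share of replicates individually reach that level; inactive = mean lysis activity below 80%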
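Material: C. neoformans cells | Amount: Yeast cell density of 5 × 10^6 cells/mL | Medium: Fresh YPD growth medium | Dosing: Single dose | Times: Static 4 h at 37 °C with compound, 1 h detection | Detection: AK luminescence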
CASP6 VEID inh: caspase-6 (human) enzyme inhibition; purified caspase-6, Z-VEID-R110 cleavage fluorescence; inhibition, % at 12.5 µM; 0.53% of 350,000 active; AID 686996;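 active = mean inhibition across replicates at least about 35%, with every replicate also reaching that limit, limit read from the data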;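 also: 0% = median of neutral control wells and 100% = no fluorescence left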
Target sequence (P55212 24-179 limits assumed): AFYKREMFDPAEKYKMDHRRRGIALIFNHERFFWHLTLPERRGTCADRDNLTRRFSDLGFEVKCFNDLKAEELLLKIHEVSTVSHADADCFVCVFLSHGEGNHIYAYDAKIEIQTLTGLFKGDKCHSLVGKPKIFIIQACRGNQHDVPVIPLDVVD
Target sequence (P55212 194-293 limits assumed): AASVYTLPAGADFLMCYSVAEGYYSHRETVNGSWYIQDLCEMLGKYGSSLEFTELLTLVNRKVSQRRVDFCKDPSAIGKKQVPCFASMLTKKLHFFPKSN
LGR2 antag: blocks bursicon-induced cAMP signaling via Drosophila LGR2; HEK293 LGR2, CRE-luciferase, bursicon-stimulated, 4 h; inhibition, % at 9.99 µM; AID 720647; 0.35% of 380,000 active;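 active = drop in luminescence signal, shown as inhibition above about 50% in the replicate tests, limit read from the data, passing the limit was not always enough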;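 also: agonist challenge used bursicon conditioned medium at about half maximal strength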
miR-122 sensor: blocks miR-122 activity in Huh7 sensor cells; AID 602342; activation (reporter increase), % at 12.5 µM; 0.3% of 340,000 active; Huh7 miR-122 Renilla luciferase sensor, 48 h; neutral wells = 0, positive control = 100;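 active = mean replicate activation score at least 90 and every replicate individually at or above 90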;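 also: higher luciferase means less miR-122 activity so hits act as miR-122 inhibitors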
FN deposition inh: fibronectin deposition inhibition; AH1F fibroblasts, Alexa488-fibronectin deposition fluorescence, overnight; AID 743247; 0.086% of 350,000 active; inhibition, % at 12.6 µM;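 active = mean inhibition across replicates of 30% or more, regardless of how many single replicates reach that level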;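 also: positive control wells lacked labelled fibronectin entirely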
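Assay system: AH1F fibroblast monolayer, labelled fibronectin deposition. Amount: 10000 cells per well. Also added: labelled fibronectin 24 nM. Compound: single-point pinned compound. Incubation: cell attachment 1 h, compound and FN exposure overnight. Detection: fluorescence after three HBSS washes, excitation 485 nm, emission 525 nm. Read-out: inhibition of fibronectin deposition signal.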
Starred values were filed as active, the others as inactive; [ ] = remark or other dose. Hits appear at their usual frequency, and some 2.5% of all compounds hit somewhere here.

What do the screens show for `C/C=C/c1ccc2c(c1)O[C@@H](CN(C)Cc1ccc(C(=O)O)cc1)[C@@H](C)CN([C@H](C)CO)S2(=O)=O`?
PGC1a acetyl inh: 9; PAX8 reporter: -16; EWS-Fli inh: 10; Cneo AK release: -6; CASP6 VEID inh: -8; LGR2 antag: 7; miR-122 sensor: 3[16.7 µM]

What do the screens show for `CCCN1[C@@H]2c3ccc(-c4ccccc4)c(=O)n3C[C@H]1[C@H](CO)[C@H]2C(=O)NCCCN1CCOCC1`?
EWS-Fli inh: -2; Cneo AK release: 2; CASP6 VEID inh: -2; LGR2 antag: 13; miR-122 sensor: 2[16.7 µM]

Results for CC(=O)Nc1ccc(NS(=O)(=O)c2ccc(-c3csc(C)n3)s2)cc1 ?
PGC1a acetyl inh: -2; PAX8 reporter: 12; EWS-Fli inh: 16; Cneo AK release: 0; CASP6 VEID inh: 0; miR-122 sensor: 1; FN deposition inh: -1

What do the screens show for `O=C(O)C(SC(C(=O)O)c1ccccc1)c1ccccc1` (configuration not stated)?
PAX8 reporter: -7; EWS-Fli inh: -2; CASP6 VEID inh: -2; LGR2 antag: 7

Results for Cc1cccc(-c2nsc(SCC(=O)NCC3CCCO3)n2)c1 (configuration not stated) ?
PAX8 reporter: -24; EWS-Fli inh: -13; CASP6 VEID inh: 7; LGR2 antag: -22; FN deposition inh: -6

What do the screens show for `c1ccc(Cn2cc(CSc3ccccc3)nn2)cc1`?
PGC1a acetyl inh: 9; PAX8 reporter: -136; EWS-Fli inh: -87; Cneo AK release: 1; CASP6 VEID inh: 1; LGR2 antag: -61; miR-122 sensor: 11; FN deposition inh: -5

How did C[C@@H]1CN([C@@H](C)CO)C(=O)Cc2cc(NC(=O)c3ccncc3)ccc2O[C@@H]1CN(C)C(=O)Nc1ccc(C(F)(F)F)cc1 do in these assays?
PGC1a acetyl inh: 6; PAX8 reporter: -7; EWS-Fli inh: 0; Cneo AK release: 4; CASP6 VEID inh: -1; LGR2 antag: -4; miR-122 sensor: 10[16.7 µM]

What do the screens show for `O=C(C[C@H]1CC[C@H]2[C@@H](COC[C@H](O)CN2S(=O)(=O)c2ccc(Cl)cc2)O1)NCCN1CCCCC1`?
PAX8 reporter: 19; EWS-Fli inh: 0; CASP6 VEID inh: 2; LGR2 antag: 5; FN deposition inh: -1

Results for COc1cccc2c1OC[C@@H](CO)[C@H]2N(C)C(=O)Nc1ccc(Cl)cc1 ?
PGC1a acetyl inh: 11; Cneo AK release: -6; LGR2 antag: 3; miR-122 sensor: -5; FN deposition inh: 2

Results for C[C@@H]1CN([C@H](C)CO)C(=O)c2cc(NC(=O)Cc3ccccc3)ccc2O[C@@H](C)CCCCO[C@H]1CN(C)Cc1ccncc1 ?
PGC1a acetyl inh: 13; PAX8 reporter: 13; EWS-Fli inh: 0; Cneo AK release: -3; CASP6 VEID inh: 1; LGR2 antag: -8; miR-122 sensor: -2[16.7 µM]; FN deposition inh: 10

What do the screens show for `CO[C@H]1CN(C)C(=O)c2ccc(NC(C)=O)cc2OC[C@@H](C)N(C(=O)c2cnccn2)C[C@H]1C`?
PGC1a acetyl inh: 10; EWS-Fli inh: 2; LGR2 antag: -7; miR-122 sensor: 0[16.7 µM]; FN deposition inh: 5

What do the screens show for `CC(C)[C@@H](C(=O)N[C@@H](CCc1ccc(O)cc1)C(=O)O)N(C)C(=O)[C@H](CO)NC(=O)[C@@H](O)[C@H](N)CCCCCCCCl`?
PGC1a acetyl inh: -5; EWS-Fli inh: 1; Cneo AK release: -1; CASP6 VEID inh: -4; miR-122 sensor: 1

How did O=C(CN1C(=O)/C(=C/c2ccccc2)Sc2ccccc21)NCCCN1CCOCC1 do in these assays?
PGC1a acetyl inh: -3; PAX8 reporter: 0; Cneo AK release: -1; CASP6 VEID inh: -4; LGR2 antag: -15; miR-122 sensor: -3; FN deposition inh: 6

Results for C[C@@H]1CCCCO[C@H](CN(C)C)[C@H](C)CN([C@H](C)CO)C(=O)c2cc(NC(=O)NC3CCCCC3)ccc2O1 ?
PGC1a acetyl inh: 2; PAX8 reporter: 1; EWS-Fli inh: -1; LGR2 antag: -3; miR-122 sensor: 0[16.7 µM]

What do the screens show for `O=C(Nc1cccc(Cl)c1)N[C@@H]1CC[C@H](CCNC(=O)C2CCCCC2)O[C@@H]1CO`?
PGC1a acetyl inh: -8; PAX8 reporter: 15; EWS-Fli inh: -4; Cneo AK release: -1; CASP6 VEID inh: 2; LGR2 antag: 2; FN deposition inh: -3

What do the screens show for `Cc1sc2ncnc(N3CCC(C(=O)Nc4ccc(Cl)c(Cl)c4)CC3)c2c1C`?
PAX8 reporter: 4; EWS-Fli inh: 1; Cneo AK release: -1; CASP6 VEID inh: -114; LGR2 antag: -1

What do the screens show for `COc1cc(CN2CC(=O)N(c3cc(Cl)ccc3C)C2=S)cc(OC)c1OC`?
PGC1a acetyl inh: -1; PAX8 reporter: 12; EWS-Fli inh: 12; Cneo AK release: 3; CASP6 VEID inh: -1; LGR2 antag: -6; miR-122 sensor: -4; FN deposition inh: -1

What do the screens show for `COc1cccc(-c2cc(C(=O)N3CCN(c4ccc(F)cc4)CC3)no2)c1`?
PGC1a acetyl inh: -5; PAX8 reporter: 0; EWS-Fli inh: -3; Cneo AK release: -1; CASP6 VEID inh: 0; LGR2 antag: -15; miR-122 sensor: -9; FN deposition inh: 2

What do the screens show for `Cc1ccc(NC(=O)C2C3CCC(O3)C2C(=O)O)c(Br)c1` (configuration not stated)?
PGC1a acetyl inh: -6; PAX8 reporter: -13; EWS-Fli inh: -12; Cneo AK release: -1; CASP6 VEID inh: 1; LGR2 antag: 1; miR-122 sensor: -1; FN deposition inh: 3

What do the screens show for `COC(=O)c1cc(NC(=O)CC2SCCNC2=O)cc(C(=O)OC)c1` (configuration not stated)?
PGC1a acetyl inh: 4; Cneo AK release: -1; LGR2 antag: 10; miR-122 sensor: 7

The closing 2 records of the section above are carried over, then new ones follow.
What do the screens show for `Cc1ccc(NC(=O)C2C3CCC(O3)C2C(=O)O)c(Br)c1` (configuration not stated)?
PGC1a acetyl inh: -6; PAX8 reporter: -13; EWS-Fli inh: -12; Cneo AK release: -1; CASP6 VEID inh: 1; LGR2 antag: 1; miR-122 sensor: -1; FN deposition inh: 3

What do the screens show for `COC(=O)c1cc(NC(=O)CC2SCCNC2=O)cc(C(=O)OC)c1` (configuration not stated)?
PGC1a acetyl inh: 4; Cneo AK release: -1; LGR2 antag: 10; miR-122 sensor: 7

What do the screens show for `COc1ccc(S(=O)(=O)N(C)C[C@@H]2Oc3ccc(NS(=O)(=O)c4ccccc4)cc3CC(=O)N([C@@H](C)CO)C[C@@H]2C)cc1`?
PGC1a acetyl inh: 5; PAX8 reporter: -5; EWS-Fli inh: 1; Cneo AK release: 4; CASP6 VEID inh: 1; LGR2 antag: 11; miR-122 sensor: -3[16.7 µM]

Results for O=C(c1ccco1)N1CCN(C(=S)Nc2ccc(F)c(Cl)c2)CC1 ?
PAX8 reporter: 20; EWS-Fli inh: 1; Cneo AK release: -3; CASP6 VEID inh: 1; LGR2 antag: 7; FN deposition inh: -11

Results for O=C(NCC1CC1)c1onc(CSc2ccncc2)c1C(=O)NCC1CC1 ?
PAX8 reporter: -25; EWS-Fli inh: 15; Cneo AK release: -3; CASP6 VEID inh: 6; LGR2 antag: 7; miR-122 sensor: -1; FN deposition inh: 15

What do the screens show for `CCC(=O)N(C)C[C@@H]1Oc2ncc(C#CC3(O)CCCC3)cc2C(=O)N([C@@H](C)CO)C[C@@H]1C`?
PGC1a acetyl inh: -7; PAX8 reporter: 6; EWS-Fli inh: -3; Cneo AK release: -1; CASP6 VEID inh: 1; LGR2 antag: -23; miR-122 sensor: 2[16.7 µM]

Results for Cc1ccc(S(=O)(=O)Nc2ccc3c(c2)C(=O)N([C@@H](C)CO)C[C@@H](C)[C@H](CN(C)CC2CCCCC2)OCCCC[C@@H](C)O3)cc1 ?
PGC1a acetyl inh: -8; PAX8 reporter: 11; EWS-Fli inh: 0; Cneo AK release: -7; CASP6 VEID inh: 0; LGR2 antag: 0; miR-122 sensor: -8[16.7 µM]

How did O=C(Oc1coc(CSc2ncccn2)cc1=O)c1ccc(Br)o1 do in these assays?
PAX8 reporter: -12; EWS-Fli inh: 3; CASP6 VEID inh: 4; LGR2 antag: 12; FN deposition inh: -3

What do the screens show for `Cn1cc([N+](=O)[O-])c(C(=O)Nc2sc3c(c2C#N)CCC3)n1`?
PGC1a acetyl inh: -24; PAX8 reporter: -4; Cneo AK release: 0; CASP6 VEID inh: 2; LGR2 antag: -26; miR-122 sensor: 1; FN deposition inh: 16

How did C[C@@H]1CN([C@@H](C)CO)C(=O)c2cc(NS(=O)(=O)c3cccs3)ccc2O[C@@H](C)CCCCO[C@@H]1CN(C)C(=O)Nc1ccc(F)cc1 do in these assays?
PGC1a acetyl inh: 0; PAX8 reporter: 0; EWS-Fli inh: -1; LGR2 antag: 8

What do the screens show for `COc1c(C)cc(S(=O)(=O)N2CCCC2)c(C)c1C`?
PGC1a acetyl inh: 8; Cneo AK release: -3; miR-122 sensor: -1; FN deposition inh: 1

Results for C[C@H](CO)N1C[C@H](C)[C@@H](CN(C)C(=O)Nc2ccc3c(c2)OCO3)Oc2ccc(NS(C)(=O)=O)cc2C1=O ?
PGC1a acetyl inh: -23; EWS-Fli inh: -3; Cneo AK release: 0; CASP6 VEID inh: 0; miR-122 sensor: 4[16.7 µM]

How did O=C(c1cnn(C(=O)c2cccc(S(=O)(=O)N3CCOCC3)c2)c1)c1ccccc1O do in these assays?
PGC1a acetyl inh: 11; PAX8 reporter: -10; EWS-Fli inh: 7; CASP6 VEID inh: 8; LGR2 antag: -5; FN deposition inh: -9

What do the screens show for `COc1ccc(-c2c(C(C)=O)c(C)nc3sc4c(=N)n(N)cnc4c23)cc1`?
PGC1a acetyl inh: -7; PAX8 reporter: -4; LGR2 antag: 6; miR-122 sensor: -1; FN deposition inh: -6

What do the screens show for `CCCCNC(=O)C1CCN(S(=O)(=O)N2CCCCCC2)CC1`?
PAX8 reporter: 12; Cneo AK release: 1; LGR2 antag: -5; miR-122 sensor: -4; FN deposition inh: 3

Results for Cc1cc(SCC(=O)Nc2ccc3[nH]c(=O)[nH]c3c2)nc2ccccc12 ?
PGC1a acetyl inh: 1; PAX8 reporter: 24; EWS-Fli inh: -13; Cneo AK release: 2; CASP6 VEID inh: -2; LGR2 antag: -3; miR-122 sensor: 3; FN deposition inh: -2

What do the screens show for `CCc1cc2c(nc1CC)CCCN2S(=O)(=O)c1c(C)noc1C`?
PAX8 reporter: -31; EWS-Fli inh: 8; CASP6 VEID inh: -3; LGR2 antag: -3; FN deposition inh: 0

Results for Cc1cc(NC(=O)c2cc(C(C)C)on2)nn1Cc1ccc(Cl)cc1 ?
PGC1a acetyl inh: -14; PAX8 reporter: 0; EWS-Fli inh: -4; Cneo AK release: 1; CASP6 VEID inh: 1; LGR2 antag: 11; miR-122 sensor: -6; FN deposition inh: -8

How did COc1ccccc1CNC(=O)C[C@H]1C[C@H]2c3cc(NC(=O)c4ccc5c(c4)OCO5)ccc3O[C@H]2[C@@H](CO)O1 do in these assays?
PGC1a acetyl inh: -6; PAX8 reporter: -1; EWS-Fli inh: -18; Cneo AK release: -17; CASP6 VEID inh: 2; LGR2 antag: 9; miR-122 sensor: -4[16.7 µM]

What do the screens show for `Cn1c(NC(=O)c2ccc3c(c2)OCO3)cc(=O)n(C)c1=O`?
PGC1a acetyl inh: 1; PAX8 reporter: 1; EWS-Fli inh: -1; Cneo AK release: -4; CASP6 VEID inh: 1; LGR2 antag: -9; miR-122 sensor: -2; FN deposition inh: -14
